# ASAP1 inh: blocks human ASAP1-stimulated Arf1 GTP hydrolysis; 360,000 compounds, 0.19% hits; Q9ULH1; inhibition, % at 16.5 µM; GDP FP detection; in the data active means inhibition above about 25%;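 further: 0% = vehicle with enzyme and substrate and 100% = no enzyme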
# PLCg1 inh: blocks human PLC-gamma1 enzyme activity. P19174. purified PLC-gamma1, fluorogenic substrate, fluorescence. inhibition, % at 12.2 µM. 370,000 compounds, 0.84% hits; in the data active means inhibition above about 9.5%
# Tn7 DDE FP: disrupts Tn7 cyclic peptide binding to fibrin D-Dimer-E complex; FP displacement of FITC-Tn7 peptide from fibrin DD(E); 0% = median of compound wells per plate; inhibition, % at 8.3 µM; 370,000 compounds, 0.13% hits; AID 720508;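 active means inhibition above the mean of compounds falling within the control limits plus 3 SD of them, cut at about 14% in these data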;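 further: 0% = plate median of compound wells and 100% = 10 µM Aha-Tn7 peptide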
#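 Assay system: human fibrin DD(E) protein / Input: 2 µM fibrin DD(E) / Benchmarks: high control of 10 µM Aha-Tn7 peptide / Measured by: fluorescence polarization of the labelled Tn7 tracer / Medium: Tris buffer with calcium and detergent, pH 7.8 / Timing: 10 min compound pre-incubation, 3 h probe incubation at room temperature / Repeats: one replicate per compound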
# ARFGAP1 inh: rat ARFGAP1 inhibition; inhibition, % at 16.5 µM; AID 651572; 360,000 compounds, 0.26% hits; Arfgap1-stimulated ARF1 GTP hydrolysis, GDP FP detection;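 active means inhibition above a per-plate limit, mean inhibition of low control wells plus 3 SD, cut at about 25% in these data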;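 further: 0% = DMSO wells with enzyme and 100% = wells lacking Arfgap1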
#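 Material: rat Arfgap1 catalytic domain, aa 1-136; also added: human ARF1(Δ1-17)-GTP substrate; compound dosing: one concentration, 16.5 µM, DMSO 1.26%; incubation: GTP hydrolysis reaction 2 h at 25 °C; measured by: Tracer-displacement fluorescence polarization with EDTA stop, 620/688 nm; evaluation: % inhibition from polarization; repeats: one replicate per compound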
# NR1D1 modulator: Rev-erb alpha (human) modulation | P20393 | Rev-erbα–FITC-DNA binding, fluorescence polarization, 90 min | activity, % at 10 µM | 370,000 compounds, 0.79% hits | AID 1259318;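 active means activity above about 14%, limit read from the data; passing the limit was not always enough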;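 further: 0% = DMSO wells with 35 nM protein and 100% = DMSO wells with 750 nM protein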
# Target sequence (P20393 whole entry, looked up): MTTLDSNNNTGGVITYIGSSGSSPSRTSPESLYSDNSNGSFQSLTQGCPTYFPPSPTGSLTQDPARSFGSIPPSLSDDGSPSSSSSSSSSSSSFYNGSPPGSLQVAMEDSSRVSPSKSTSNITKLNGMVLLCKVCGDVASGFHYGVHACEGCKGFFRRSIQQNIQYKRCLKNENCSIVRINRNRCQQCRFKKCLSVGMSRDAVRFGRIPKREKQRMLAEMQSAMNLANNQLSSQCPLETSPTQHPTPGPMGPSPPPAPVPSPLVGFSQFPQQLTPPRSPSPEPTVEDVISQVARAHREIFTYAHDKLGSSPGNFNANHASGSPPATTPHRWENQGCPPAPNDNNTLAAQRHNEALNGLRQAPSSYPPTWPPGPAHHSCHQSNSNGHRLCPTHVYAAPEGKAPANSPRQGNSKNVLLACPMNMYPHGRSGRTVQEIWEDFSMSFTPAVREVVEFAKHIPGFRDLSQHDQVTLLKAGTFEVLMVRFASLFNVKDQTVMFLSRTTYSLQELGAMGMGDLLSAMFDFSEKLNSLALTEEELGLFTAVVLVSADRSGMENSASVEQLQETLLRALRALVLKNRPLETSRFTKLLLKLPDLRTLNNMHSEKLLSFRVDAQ
# UHRF1 binding: blocks human UHRF1 binding to methylated DNA. Q96T88. UHRF1 binding to methylated oligo, TR-FRET. inhibition, % at 4.4 µM. 370,000 compounds, 0.75% hits; in the data active means inhibition above about 21%;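 further: UHRF1 SRA domain binding a hemimethylated CpG hairpin DNA probe; 0% = median of test compound wells and 100% = reference inhibitor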
# proKLK7 act: activators of human kallikrein-7 zymogen. activation, % at 7 µM. P49862. purified proKLK7, EDANS-DABCYL substrate fluorescence; 100% is mature enzyme control, 0% vehicle. 370,000 compounds, 0.9% hits;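 active means activation above the mean of all tested compounds plus 3 SD, computed per campaign excluding outliers beyond control limits, cut at about 13% in these data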
# Tn6 DDE FP: inhibitors of Tn6 peptide binding to human fibrin DD(E); Fibrin DD(E) TRITC-Tn6 fluorescence polarization displacement; 370,000 compounds, 0.21% hits; AID 720509; inhibition, % at 8.3 µM;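 active means inhibition above a per-campaign cutoff: mean of compounds within control limits plus 3 SD, cut at about 15% in these data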;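 further: 0% = median of all compound wells on the plate and 100% = blocking peptide control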
# PLCb3 inh: PLC-beta3 (human) inhibition, primary screen; 370,000 compounds, 0.18% hits; AID 720704; Purified PLC-beta3, fluorogenic substrate, fluorescence; inhibition, % at 12.2 µM; in the data active means inhibition above about 11%;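 further: 0% = median of compound wells on plate and 100% = full blocker control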
# HGIII-sPLA2 inh: Blocks human group III sPLA2 activity; Q9NZ20; QFRET BODIPY PC-A2 liposome hydrolysis, fluorescence; inhibition, % at 12.2 µM; 370,000 compounds, 0.56% hits;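 active means inhibition above mean plus 3 SD of compounds lying within the high and low control bounds, cut at about 19% in these data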;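 further: 0% = median of test compound wells and 100% = no enzyme DMSO wells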
# Target sequence (Q9NZ20 whole entry, looked up): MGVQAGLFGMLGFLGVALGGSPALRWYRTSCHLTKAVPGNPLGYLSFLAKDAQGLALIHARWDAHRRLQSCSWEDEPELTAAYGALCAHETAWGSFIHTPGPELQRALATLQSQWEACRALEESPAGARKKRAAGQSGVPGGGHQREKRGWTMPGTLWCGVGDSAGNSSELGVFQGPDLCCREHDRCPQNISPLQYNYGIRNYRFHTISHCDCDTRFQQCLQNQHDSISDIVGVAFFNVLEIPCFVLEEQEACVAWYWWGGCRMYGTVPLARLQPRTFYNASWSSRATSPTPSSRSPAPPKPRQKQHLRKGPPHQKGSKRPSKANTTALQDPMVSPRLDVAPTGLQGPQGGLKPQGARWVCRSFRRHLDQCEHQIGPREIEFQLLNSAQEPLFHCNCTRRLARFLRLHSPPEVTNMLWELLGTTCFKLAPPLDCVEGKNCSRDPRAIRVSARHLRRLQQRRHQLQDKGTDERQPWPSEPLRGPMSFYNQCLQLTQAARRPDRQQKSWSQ
# Active calls of the source: *; / = no result given; & = joins results of further samples.
# Each structure is followed by: Tn6 DDE FP, ARFGAP1 inh, PLCg1 inh, PLCb3 inh, HGIII-sPLA2 inh, proKLK7 act, NR1D1 modulator, UHRF1 binding, ASAP1 inh, Tn7 DDE FP
O=C(COC(=O)c1cccc2ccccc12)NCCCc1ccccc1
  -4, 9, -5, -4, -9, 0.0, 6, -5, 0, -12
COc1ccc(-c2nc(SCc3ccc(C#N)cc3)[nH]c(=O)c2C#N)cc1
  -4, -3, 2, -6, -6, -0.8, -3, -1, -8, 3
CN(C(=O)CC1C(=O)NCCN1Cc1c(F)cccc1Cl)C1CCOCC1 (stereo not given)
  2, 3, -33, -50, -3, 1.3, -5, -5, 4, 2
C[C@@H]1CN([C@@H](C)CO)C(=O)c2cc(NS(C)(=O)=O)ccc2O[C@H]1CN(C)Cc1ccc(Oc2ccccc2)cc1
  -3, -9, 1, -2, -38, 0.1, 0, 3, 9, -4
O=C(COC(=O)c1ccccc1Oc1ccccc1)NC1CCS(=O)(=O)C1 (stereo not given)
  10, -2, 3, -1, 3, -0.3, -8, 1, -10, 2
CN1CCN(c2ccc(Cl)cc2NC(=O)c2ccc(S(=O)(=O)N(C)C)cc2)CC1
  1, 7, -3, 3, -1, -0.2, 2, 5, 5, -9
CCOc1ccccc1C1NC(=O)NC(C)=C1C(=O)OCc1ccco1 (stereo not given)
  -13, 7, -5, -5, 2, -0.1, -3, 2, 2, 1
COc1ccc(-c2ncccc2OC(=O)C23CC4CC(CC(C4)C2)C3)cc1OC
  -3, -7, -123, -147, -10, 18*, 5, -4, 13, 4
Cc1ccccc1N1CC(C(=O)N2CCc3ccccc32)CC1=O (stereo not given)
  9, 1, 0, -8, 5, -0.5, 6, 0, -1, -2
COc1ccc(CC(NC(C)=O)C(=O)NC2CCN(S(=O)(=O)c3ccc(NC(C)=O)cc3)CC2)c(OC)c1 (stereo not given)
  4, 3, 5, -1, 4, -0.5, -1, 3, 8, -5
COC(=O)CCC(=O)Nc1cc(OC)c(OC)cc1Cc1nccc2cc(OC)c(OC)cc12
  2, -1, 2, -1, 4, 0.7, 1, 1, -21, 4
COc1ccc(-n2c(SCC(N)=O)nc3sc4c(c3c2=O)CCC4)cc1
  7, 5, 1, -35, -4, -0.2, 1, 5, 17, 8
COc1ccc(NC(=S)NCCN2CCOCC2)c(OC)c1
  1, 0, 1, 4, -1, -0.5, -3, -4, 18, -7
COc1ccc(CNC(=O)CN(C(=O)c2ccc(CN3CCOCC3)o2)C2CCCC2)cc1
  -4, -10, -3, 2, 0, -0.3, 1, -1, 0, 4
COc1ccccc1-n1c(SCC(=O)N(C)C2CCS(=O)(=O)C2)nc2ccccc2c1=O (stereo not given)
  0, 3, 3, 4, 1, 0.3, 0, -1, -1, -4
CC(C)Cn1c(C(C)C)nc([N+](=O)[O-])c1Sc1ccc(Cl)cn1
  -2, -9, 2, 0, 4, -0.4, -7, -1, -3, 3
Cc1ccccc1NC(=O)CN1CCN(c2ccc(F)cc2)CC1
  5, 5, 7, 5, 4, 0.4, -2, 0, -3, -6
CCOC(=O)c1ccc(NC(=O)COC)cc1
  -13, 11, 2, 0, -4, 0.2, -5, -1, -6, -2
Cc1cccnc1C1=NOC(Cc2ccccc2)C(=O)N1Cc1ccc2c(c1)OCO2 (stereo not given)
  8, 1, 0, -2, 6, 0.0, 0, 2, 0, 7
CCOc1ccc(N2C(=O)C(C)CNC2=S)cc1 (stereo not given)
  -1, 12, 4, -1, 8, 0.1, 1, 1, 8, 4
Cc1cc([N+](=O)[O-])ccc1NC(=O)CCC(=O)N1CCCC1
  5, -10, 1, -4, 8, -0.6, 2, 0, -5, -1
COC(=O)C(C)NC(=O)C12CC3CC(C1)CC(c1ccc(C)cc1)(C3)C2 (stereo not given)
  -9, 10, 4, -4, -2, 0.3, -1, -2, 8, 2
CCCC(=O)Nc1ccc2c(c1)nc(CCNC(=O)c1ccccc1)n2C
  1, -4, 1, 2, 6, -0.3, -4, 1, 12, 8
COC(=O)CCC(=O)N1CCc2cc(S(=O)(=O)N3CCc4ccccc43)ccc21
  -9, 4, 3, -1, -4, 1.0, -5, -2, -1, -5
CC1CN(C(=O)Nc2ccc3snnc3c2)c2ccccc21 (stereo not given)
  2, -15, -6, -15, 2, 0.5, 0, -1, 0, 3
COc1cc(/C=C/C(=O)Nc2ccc(S(=O)(=O)Nc3ncccn3)cc2)ccc1OCC#N
  2, 12, -45, -64, -19, -2.6, 7, -3, 8, 9
CC(=O)c1ccc(NC(=O)CO/N=C(\C)c2cccs2)cc1
  0, 4, 2, 1, -3, -0.6, -1, 1, -1, 0
CCN(CC)C(=O)Oc1ccc(Cl)c2cccnc12
  -1, -8, -5, -15, 0, 0.2, 3, 0, 2, -4
O=C(CCNS(=O)(=O)c1ccccc1)OCC(=O)c1ccc(Br)cc1
  -3, 6, 1, -1, -7, 0.0, 0, 3, 4, -3
CCc1ccc(NC(=O)CCNS(=O)(=O)c2cccs2)cc1
  5, 2, -2, -6, 1, 0.1, 1, 1, 4, 9
COc1ccc2nc(N/C(=N/S(=O)(=O)c3cccs3)c3ccccc3Cl)sc2c1
  5, -10, -18, -29, -37, 0.7, 0, -2, -10, -3
Cc1ccc(S(=O)(=O)N2CCCC2CNC(=O)C(=O)Nc2ccc(F)cc2)cc1 (stereo not given)
  -2, 11, 0, -4, -14, 0.2, 6, 0, -8, -8
Cc1c(Cl)cccc1NC(=O)Cn1c(-c2ccc(F)cc2)noc1=O
  -7, -8, 4, 2, -5, -0.5, -2, -1, 5, 3
OCCN1CCN(C(=S)NC2CCCC2)CC1
  -3, -12, 2, 3, 2, 0.0, -1, -2, 1, -4
CN1CCN(CCOC2Cc3ccccc3Sc3ccc(Cl)cc32)CC1 (stereo not given)
  1, 1, 2, -1, -17, -0.3, 2, -2, 0, 10
O=C(O)COc1ccc(/C=C/C(=O)c2ccc(C3CCCCC3)cc2)cc1
  4, -14, -10, -27, -11, -5.7, -7, -1, 4, -5
CO/N=C/c1ccc(N2CCOCC2)c([N+](=O)[O-])c1
  -4, 8, -16, -5, -11, 0.0, -5, -2, 0, -4
COc1ccc(NS(=O)(=O)c2c(C)cc(C)cc2C)cc1
  -3, 18, 0, 0, -14, 0.2, 0, 3, -6, -2
CC(C)c1ccc(/C=N/n2nnnc2Nc2ccccc2)cc1
  -5, -3, -1, -2, 9, -0.2, 9, 6, -6, 5
CCC(NC(=O)Cn1cnc2c(=O)n(C)c(=O)n(C)c21)c1ccccc1 (stereo not given)
  2, 2, 8, 3, 1, -0.6, -4, -1, 0, -5
Cc1cccc(NC(=O)Cc2noc3ccccc23)c1
  1, -6, 5, 4, -16, -0.1, 2, -2, -4, 4
COC(=O)c1ccccc1NC(=O)N1CSC[C@H]1C(=O)OC
  8, -7, 0, 1, 2, 1.2, 2, -1, -8, 1
O=C(c1ccccc1Cl)N1CCn2c1nc1ccccc12
  7, 9, 5, -5, 1, -0.2, -1, 1, -4, -2
CN(CC1CCCN(CCc2ccc(Cl)cc2)C1)C(=O)c1ccc2nc[nH]c2c1 (stereo not given)
  -9, -7, 3, -8, 2, -0.9, 6, 2, -1, -3
CCOCCOC(=O)c1ccc(NC(=O)c2cc3ccccc3o2)cc1
  -4, 1, -5, -10, -7, -0.3, 9, 1, 2, 1
CCCN1CCC(=O)N([C@H](CSc2ccc(OC)cc2)Cc2ccccc2)CC1
  -4, 12, 6, 6, 3, 1.4, 1, 6, 14, -2
N#C/C(C(=O)N1CCOCC1)=C1/SC(Cc2ccccc2)C(=O)N1c1ccccc1 (stereo not given)
  7, -4, 3, 2, -16, 0.3, 0, -1, -14, 4
CCC(C)[C@H](NC(=O)N1CC(=O)Nc2ccccc21)C(=O)NC(C)CCc1ccccc1 (stereo not given in full)
  0, -5, -1, -4, 3, 0.2, -5, 10, 4, 6
CC1CCCN(CC(=O)Nc2ccc(S(=O)(=O)NC3CCCCC3)cc2)C1 (stereo not given)
  1, -5, 1, 4, -28, -0.5, -1, 2, 9, 3
CCOCCCNc1nc2c(C)cccn2c(=O)c1/C=C1\SC(=S)N(CC(C)C)C1=O
  0, 7, -4, -210, 3, -0.3, 15, -2, 3, -3
Cc1cc(N(C)N)nc(NC(=O)NS(=O)(=O)c2ccccc2Cl)n1
  3, 5, -1, -2, 0, 0.2, 1, -1, 6, -7
O=C(CN1C(=O)COc2ccccc21)NCCCN1CCN(c2ccccc2F)CC1
  -4, -7, 1, -5, -2, 0.9, -5, 0, 4, -7
Cc1ccc(/C([O-])=C(/C(=S)NCCN2CCOCC2)[n+]2ccccc2)cc1[N+](=O)[O-]
  -1, 3, 3, -7, 17, -0.2, 4, 5, -8, 5
Cc1cccc(C)c1NC(=S)N(CCCN1CCOCC1)Cc1cccnc1
  -4, 1, -2, -3, -2, -0.1, -6, -2, 2, 3
C/C(=N\Nc1nccnc1Cl)c1ccc(Cl)c(Cl)c1
  -1, -7, -3, -12, -1, -0.6, 2, 1, 16, -1
COc1cccc(CN(C)CCCn2ccc(NC(=O)OCc3ccccc3)nc2=O)c1
  6, 11, -1, 2, 4, 0.1, 1, 4, -2, -4
Cc1n[nH]c(C)c1S(=O)(=O)N1CCOCC1
  -1, 1, 4, 5, 2, -0.5, 4, 4, -9, 0
CCCCOc1ccc(OCCCN2CCOCC2)cc1
  0, 11, 2, -1, 4, -0.1, -3&-3, 0, 21, -5
CCOC(=O)Cn1c(=O)oc2cc(S(=O)(=O)N3CCN(c4ccccn4)CC3)ccc21
  5, 2, 0, -1, 2, -0.4, -3, -3, -6, 3
O=S1(=O)c2ccc(Br)cc2N2CCC[C@H]2CN1Cc1ccccc1
  0, 1, -1, -2, 2, 0.2, 1, 18, 8, 4

# Later entries.
# Each structure is followed by: Tn6 DDE FP, ARFGAP1 inh, PLCg1 inh, PLCb3 inh, HGIII-sPLA2 inh, proKLK7 act, NR1D1 modulator, UHRF1 binding, ASAP1 inh, Tn7 DDE FP
CC(=O)c1c(C)[nH]c(C(=O)NCc2cccs2)c1C
  9, -4, -4, -3, 3, 0.1, 1, 9, -2, 3
COC(=O)C1CCCN(C(=O)C2CCN(S(=O)(=O)c3ccccc3[N+](=O)[O-])CC2)C1 (stereo not given)
  -1, /, 1, 0, -2, 0.0, -4, -2, /, 2
CC(C)Nc1ncnc2c1ncn2[C@H]1CN(Cc2cccnc2)C[C@@H](CO)O1
  8, 0, -2, 0, 12, -0.2, 4, 0, 6, 1
Cn1c(-c2ccc(CN3CCCCC3)o2)nc2ccccc21
  0, -4, -26, -32, -5, -1.6, 10, -5, 4, -3
CCC(=O)N/N=C(\C)CC(=O)Nc1ccc(Cl)cc1
  1, 8, 3, 3, -18, -0.2, 0, 0, -6, -2
COc1ccc(C(=O)N2CCCC(c3nc(-c4ccc(C)o4)no3)C2)cc1OC (stereo not given)
  -4, 12, -2, -7, -7, -0.5, 6, -1, 1, 6

# As entered above:
# Result of CC(=O)c1c(C)[nH]c(C(=O)NCc2cccs2)c1C in NR1D1 modulator: 1
# Result of CCOc1ccc(N2C(=O)C(C)CNC2=S)cc1 (stereo not given) in NR1D1 modulator: 1
